Source: PubChem BioAssay (National Center for Advancing Translational Sciences (NCATS))
mIDH1 inhibitor = qHTS for Inhibitors of mutant isocitrate dehydrogenase 1 (IDH1): qHTS; 390,000 tested, 0.093% active; AID 602179, 2012; Isocitrate dehydrogenase [NADP] cytoplasmic (Homo sapiens), O75874; IDH1-R132H enzyme, NADPH consumption, diaphorase/resazurin fluorescence; Potency, µM (top dose mostly 76.6 µM), for inactives: top-dose activity change, negative = inhibition, usual class: inhibitors; note: potency is the fitted concentration of half-maximal effect; % is set by controls: 0 for no effect and ±100 for the full control effect; nearly all actives have a fitted effect of over 65% in size
Target sequence (O75874 whole entry R132H, stated change not applied): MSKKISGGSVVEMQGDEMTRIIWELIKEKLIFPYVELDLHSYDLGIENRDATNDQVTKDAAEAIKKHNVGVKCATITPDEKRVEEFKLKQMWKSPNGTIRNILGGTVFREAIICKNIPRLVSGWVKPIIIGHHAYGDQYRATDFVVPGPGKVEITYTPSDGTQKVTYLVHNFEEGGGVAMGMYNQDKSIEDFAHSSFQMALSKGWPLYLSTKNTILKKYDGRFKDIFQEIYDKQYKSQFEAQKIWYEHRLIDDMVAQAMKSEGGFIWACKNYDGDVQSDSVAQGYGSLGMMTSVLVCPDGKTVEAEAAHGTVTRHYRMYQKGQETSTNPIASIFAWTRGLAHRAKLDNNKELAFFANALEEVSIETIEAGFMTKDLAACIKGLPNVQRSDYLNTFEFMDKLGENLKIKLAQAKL
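IDH1-R132H (0.5 ug/mL) preincubated 30 min with compound, then NADPH (0.016 mM) and alpha-KG (2 mM) added; 80 min at RT, pH 7.5. Remaining NADPH coupled via diaphorase/resazurin to fluorescence (540/590 nm); concentration-response curves normalized to no-enzyme control.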
Vif-A3G inh = qHTS for Inhibitors of Vif-A3G Interactions: qHTS; DNA dC->dU-editing enzyme APOBEC-3G (Homo sapiens), Q9HC16; HeLa A3G-eYFP + Vif (tagged APOBEC3G with the HIV-1 protein that degrades it), YFP fluorescence, overnight; Potency, µM (top dose mostly 46.1 µM), for the others: at the highest dose activity, negative = active, actives largely listed as inhibitors; 410,000 tested, 0.076% active; AID 602310, 2012;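 note: potency is the fitted concentration of half-maximal effect; % is set by controls: 0 for no effect and ±100 for the full control effect; nearly all actives have a fitted effect of over 60% in size; hits raise eYFP signal because A3G escapes Vif-driven loss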
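Read-out is eYFP fluorescence (Ex 488/Em 500-530) from Vif-expressing HeLa A3G-eYFP cells; more signal means A3G escaped Vif-mediated degradation. Cells plated overnight, compound pinned in, incubated overnight at 37 deg C.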
RGS4 inh = Inhibitors of Regulator of G Protein Signaling (RGS) 4: qHTS; Potency, µM (titrated, usually from 114 µM), without a hit: at the highest dose activity change, negative = inhibition, usual class: inhibitors; AID 504845, 2011; Regulator of G-protein signaling 4 (Homo sapiens), P49798; 390,000 tested, 0.039% active; Transcreener GDP fluorescence polarization, RGS4-accelerated GTP hydrolysis; note: potency is the fitted concentration of half-maximal effect; % is set by controls: 0 for no effect and ±100 for the full control effect; nearly all actives have a fitted effect of over 75% in size; some results filed as inactive show a strong effect at the top dose
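MLSMR compounds (23 nl, pin-transferred) preincubated 10 min at room temperature with a 500nM (2x) first reagent, then RGS4 at 900nM (2x) plus Transcreener GDP mix added; fluorescence polarization (620/688 nm) read before and after 90 min at 30 °C.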
Glioma ERSR ind = qHTS for Inducers of the Endoplasmic Reticulum Stress Response (ERSR) in Human Glioma: qHTS; Potency, µM, without a hit: at the top dose activation, hits mostly activators; AID 602332, 2012; U87-MG GRP78 promoter luciferase reporter, 16 h; 420,000 tested, 0.02% active; note: potency is the fitted concentration of half-maximal effect; series mostly up to about 76 µM; % of control where 0% means no effect; nearly all actives have a fitted effect of over 35% in size
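ERSR induction read as luciferase luminescence (Bright-Glo, 10 min at room temperature) in stably transfected human U87-MG glioma cells exposed to compounds for 16 h, using GRP78 as sensor.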
TrxR1 inh = qHTS Assay for Inhibitors of Mammalian Selenoprotein Thioredoxin Reductase 1 (TrxR1): qHTS | Thioredoxin reductase 1, cytoplasmic (Rattus norvegicus), O89049 | recombinant rTrxR1, NADPH fluorescence consumption, selenite substrate | 390,000 tested, 1% active | AID 588453, 2011 | Potency, µM (highest dose often 114 µM), for the others: at the highest dose activity change, negative = inhibition, usual class: inhibitors; note: potency is the fitted concentration of half-maximal effect; % is set by controls: 0 for no effect and ±100 for the full control effect; nearly all actives have a fitted effect of over 65% in size
Target sequence (O89049 whole entry, looked up): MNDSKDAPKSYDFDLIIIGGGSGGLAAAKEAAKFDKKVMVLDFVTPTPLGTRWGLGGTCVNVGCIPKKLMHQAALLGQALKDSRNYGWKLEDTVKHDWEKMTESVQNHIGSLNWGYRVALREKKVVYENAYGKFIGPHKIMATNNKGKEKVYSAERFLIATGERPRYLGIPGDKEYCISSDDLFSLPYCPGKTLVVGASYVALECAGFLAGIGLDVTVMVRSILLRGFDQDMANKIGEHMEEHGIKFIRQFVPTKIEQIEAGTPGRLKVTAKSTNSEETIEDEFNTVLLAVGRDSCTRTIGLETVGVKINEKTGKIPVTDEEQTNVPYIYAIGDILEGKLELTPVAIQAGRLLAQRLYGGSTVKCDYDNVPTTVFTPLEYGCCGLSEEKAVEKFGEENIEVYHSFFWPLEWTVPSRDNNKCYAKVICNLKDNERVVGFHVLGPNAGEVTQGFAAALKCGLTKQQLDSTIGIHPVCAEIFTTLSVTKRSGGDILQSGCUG
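Rat TrxR1 (90 nM in the dispensed reagent) was pre-reduced with 400 uM NADPH for 5 min at room temperature, then incubated with compound for 15 min. After 400 uM selenite was added, NADPH fluorescence (Ex 340/Em 450 nm) was followed for 8 min.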
Vif-A3F inh = qHTS for Inhibitors of Vif-A3F Interactions: qHTS. HeLa A3F-eYFP + Vif (tagged APOBEC3F with the HIV-1 protein that degrades it), YFP fluorescence increase. Potency, µM (highest dose often 46.1 µM), inactives show top-dose activity, negative = active. 390,000 tested, 0.2% active. AID 602313, 2012; note: potency is the fitted concentration of half-maximal effect; % of control where 0% means no effect; nearly all actives have a fitted effect of over 65% in size
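Fluorescence increase (Ex 488/Em 500-530) after overnight compound treatment at 37 deg C flags inhibition of Vif-driven A3F-eYFP loss in stable HeLa A3F-eYFP/Vif cells seeded overnight beforehand.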
LDHA block = qHTS assay for inhibitors of human lactate dehydrogenase; L-lactate dehydrogenase A chain (Homo sapiens), P00338; purified LDHA, NADH/diaphorase-resazurin fluorescence; stronger effect = lower value; activity change, % (values are at about 110 or 230 µM); 480,000 tested, 0.15% active; in the data active = activity change below about -30%; inconclusive = mostly about -25% to -30%;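 note: plate controls were DMSO wells for no effect and wells without enzyme for full effect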
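Human LDH5 (2 nM) was incubated with 0.06 mM NADH and 0.2 mM pyruvate for 5 min at room temperature in Tris pH 7.4. Remaining NADH was coupled through diaphorase/resazurin, and resorufin fluorescence was read at 0 and 20 min.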
TrxR1 substrate = qHTS Assay for Substrates of Mammalian Selenoprotein Thioredoxin Reductase 1 (TrxR1): qHTS; 390,000 tested, 0.01% active; Potency, µM (top dose mostly 114 µM), without a hit: at the top dose activity change, negative = substrate turnover; purified TrxR1 substrate turnover, NADPH consumption readout; AID 588456, 2011; note: potency is the fitted concentration of half-maximal effect; % is set by controls: 0 for no effect and ±100 for the full control effect; nearly all actives have a fitted effect of over 50% in size
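Rat TrxR1, dispensed at 90 nM, was prereduced with 400 uM NADPH (final) for 5 min at ~22 deg C, then incubated with compound 15 min before 400 uM selenite. A first-read NADPH fluorescence drop versus no-compound background flagged substrates.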
USP1 inh = Inhibitors of USP1/UAF1: Primary Screen | Ubiquitin carboxyl-terminal hydrolase 1 (Homo sapiens), O94782 | recombinant USP1/UAF1, Ub-Rhodamine cleavage fluorescence | Potency, µM (top dose mostly 57.1 µM), for the others: at the highest dose activity change, negative = inhibition, usual class: inhibitors | 390,000 tested, 0.23% active | AID 743255, 2014; note: potency is the fitted concentration of half-maximal effect; % is set by controls: 0 for no effect and ±100 for the full control effect; nearly all actives have a fitted effect of over 60% in size; inactives centre near -12
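USP1/UAF1 complex (1 nM) preincubated 15 min at room temperature with compound, then Ub-Rho substrate (150 nM final) added. Kinetic fluorescence at 480/540 nm over 6 reads at 60 s intervals; 50 mM HEPES pH 7.8, 0.5 mM EDTA, 0.1 mg/ml BSA, 1 mM TCEP, 0.01% Tween-20.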
* = called active by the depositor; ? = inconclusive; & = joins results of further samples; [ ] = another dose, or the depositor's remark. Unless noted, calls come from the whole dose curve; as a rule, active = well fitted curve in the direction sought with a large enough effect; inconclusive = small, poorly fitted or top-dose-only effect, or another doubt; inactive = no such curve, though single readings can be large; an effect the other way counts as inactive or inconclusive. Not all compounds are listed (hit frequency here may not be typical).

SMILES	mIDH1 inhibitor	Vif-A3G inh	RGS4 inh	Glioma ERSR ind	TrxR1 inh	Vif-A3F inh	LDHA block	TrxR1 substrate	USP1 inh
COc1ccc(NC(=O)C(C)n2nc(-c3cc(C)ccc3C)c3c(c2=O)CCCC3)cc1 (stereo not drawn)	-9.5%	-4.8%	1.2%	-0.3%	12.7%	1.6%	0.3	-0.5%	-11.5%
O=C1CC(=O)Nc2cc(S(=O)(=O)Nc3ccc(F)cc3Cl)ccc2N1	-4.5%&7.8%	0.5%&3.4%	5.0%&-11.7%	-3.5%&-1.2%	8.7%&22.2%[57.1 µM]	-0.1%&-0.5%	-5.1&-0.5	-0.5%&1.2%[57.1 µM]	-2.5%&-12.0%
CC(=O)c1ccc(N2CCN(S(=O)(=O)c3ccc4ccccc4c3)CC2)cc1	1.2%	0.4%	-9.9%	-3.5%	8.6%	0.4%	3.1	7.1%	-26.9%
COc1cc(Cl)c(C)cc1NC(=O)c1cnn(-c2ccc(C)cc2)c1-n1cccc1	-1.4%	1.5%	4.1%	-3.7%	28.5%	0.7%	-3.6	-0.7%	?
CCCOc1cccc(C(=O)Nc2cccc3ncccc23)c1	-19.8%	0.1%	-0.7%	1.1%	10.8%	-12.1%	-2.9	-1.5%	7.0%
COc1ccc(C(=O)NNC(=O)Cn2nnc(-c3ccc(OC)c(OC)c3)n2)cc1	-5.9%	-0.3%	-8.7%	-1.7%	19.6%	-0.2%	-7.8	1.7%	-10.0%
CCC(C)n1cnc2c(=O)oc3ccccc3c21 (stereo not drawn)	1.3%	1.0%	-11.9%	-1.5%	25.5%	-15.8%	2.2	-3.7%	8.7%
CC(C)C(C)N(Cc1cccc(C(=O)O)c1)C(=O)c1ccc2ccccc2n1 (stereo not drawn)	-1.5%	-0.1%	17.7%	-2.6%	17.2%	-5.2%	-0.1	3.9%	-26.8%
CCN(CC)c1ccc(-c2nc(-c3ccncc3)no2)cc1[N+](=O)[O-]	9.4%	-0.1%	-0.8%	-3.0%	8.5%	6.2%	-1.0	-1.9%	-7.7%
O=c1c2ccccc2n(Cc2cccc(Cl)c2)c(=O)n1Cc1ccccc1	0.0%	-5.5%	17.9%	-1.9%	13.0%	-0.6%	-11.0	-6.7%	?
Cc1ccc(S(=O)(=O)CCc2nc3ccccc3[nH]2)cc1	5.3%	-5.2%	-28.2%	3.0%	15.6%[57.1 µM]	-9.1%	-2.8	10.6%[57.1 µM]	-10.0%
CCOc1ccc(NC(=O)CSc2nnc(C3CC3)n2C)cc1S(=O)(=O)N1CCCCC1	2.7%	5.7%	10.0%	-2.1%	21.4%	-5.8%	-1.9	6.1%	-24.8%
COc1ccc(-c2cc(C(F)(F)F)n3nc(C)cc3n2)cc1	15.4%	-0.1%	-4.7%	-4.6%	47.3%[activator]	1.8%	-4.1	40.2%[activator]	-17.8%
CCOC(=O)N1CCN(C(=O)C2CCN(c3ncnc4c3sc3cccc(F)c34)CC2)CC1	0.9%	-0.5%	-14.4%	-7.0%	-14.3%	-7.2%	0.8	2.8%	-12.5%
CCN(c1ccccc1)S(=O)(=O)c1ccc(NC(=O)c2cc(=O)c3cc(C)c(C)cc3o2)cc1	14.0%	2.5%	8.0%	-2.7%	28.5%	4.2%	1.8&0.3	7.5%	-2.9%
Cc1ccc(C)c(OCC(=O)OCC(=O)Nc2c(C)nn(-c3ccccc3)c2C)c1	9.7%	-0.6%	-35.2%	-4.7%	-0.5%	-6.9%	-0.8	-7.7%	-15.2%
CCOc1ccc(NC(=O)C2C3C=CC4(CN(C(C(=O)OC)C(C)C)C(=O)C24)O3)cc1 (stereo not drawn)	11.9%	-0.2%	3.2%	-5.4%	17.0%[57.1 µM]	3.7%	3.1	-3.1%[57.1 µM]	-11.9%
O=C(CCc1ccccc1)Nc1ccc2ccccc2n1	4.9%	0.3%	13.1%	-1.7%	-1.5%	-6.7%	-6.4	-5.0%	-13.0%
COCCNC(=O)c1c(CS(=O)(=O)c2ccccc2)noc1C(=O)NCc1ccccc1	13.5%	-4.8%	-10.4%	-1.1%	8.0%[57.1 µM]	-0.1%	-3.1	0.5%[57.1 µM]	-18.4%
COc1ccc2cc(CNc3ccc(C)cc3)c(=O)n(CC(=O)Nc3ccc(OC)c(Cl)c3)c2c1	-12.6%	-1.8%	11.5%	1.5%	9.1%	-3.2%	8.7	0.1%	?
Cc1ccc(NC(=O)CSc2nnc([C@@H]3CCCN3C(=O)OC(C)(C)C)o2)c(C)c1	8.0%	-2.9%	-34.3%	-1.8%	2.1%	2.6%	-1.8	-7.2%[57.1 µM]	-19.6%
CCOC(=O)c1sc2nc(CC(=O)OC)nc(NCc3ccco3)c2c1C	3.7%	?	?	-1.3%	?	0.1%	2.8	23.9%	-21.6%
O=C(Nc1ccc(NC(=S)NC(=O)c2cccs2)cc1)c1ccco1	-6.8%	-14.2%	?	-2.0%	-35.4%	15.5%	-3.7	-6.1%	?
O=[N+]([O-])c1cccc(-c2n[nH]c(=S)n2-c2ccccc2)c1	-4.3%	3.0%	-5.3%	-5.9%	?	-5.4%	-5.6	1.3%[57.1 µM]	13.6%
CCn1c(CC(=O)Nc2ccc(C)c(Cl)c2)nnc1SCCOc1ccc(OC)cc1	3.3%	0.4%	30.5%	-3.5%	37.8%[activator]	-1.5%	-11.8	14.2%	-5.9%
COc1ccc(CCNC(=O)CN(c2cc([N+](=O)[O-])ccc2OC)S(C)(=O)=O)cc1OC	1.5%	-0.1%	?	-2.5%	4.7%[57.1 µM]	12.9%	-11.0	-2.2%[57.1 µM]	-5.3%
Cc1ccc(NC(=S)/N=C(\N)Nc2nc(C)c3ccccc3n2)cc1C	3.9%	3.1%	-16.3%	-0.6%	9.0%	1.3%	-6.4	6.0%[57.1 µM]	-15.1%
C[C@H](CO)N1C[C@H](C)[C@@H](CN(C)C(=O)Nc2ccc3c(c2)OCO3)Oc2c(NS(=O)(=O)c3cn(C)cn3)cccc2C1=O	-5.8%	-0.7%	9.9%	-5.3%	1.5%	0.3%	1.4	-1.8%	-23.1%
COc1c(Cl)cc(Cl)cc1CNCCNCCO	3.4%	-0.2%	6.8%	-1.0%	16.5%	4.4%	-1.7	5.7%	6.3%
COc1ccc2oc(C(=O)NCc3cc(OC)c(OC)cc3OC)c(C)c2c1	-4.8%	-1.4%	0.4%	-0.4%	-1.6%	5.8%	-7.8	-3.9%	?

(further entries)
SMILES	mIDH1 inhibitor	Vif-A3G inh	RGS4 inh	Glioma ERSR ind	TrxR1 inh	Vif-A3F inh	LDHA block	TrxR1 substrate	USP1 inh
C(=N\c1nc2ccccc2n1CCN1CCOCC1)/c1cccs1	7.4%	-2.6%	-20.7%	-1.0%	6.2%	-4.4%	-8.9	-2.1%	-23.8%
CC(C)(C)Cc1nnc(NS(=O)(=O)c2ccccc2)s1	1.8%	0.6%	13.9%	-2.1%	9.1%[57.1 µM]	0.9%	-9.5	9.6%[57.1 µM]	-4.9%
COC(=O)c1cc2ccc(OC)cc2c2cc(OC)c(OC)cc12	11.5%	-5.2%	-27.7%	-2.0%	43.6%	1.7%	6.5	41.0%[activator]	-28.7%
C#CC(C)(CC)NC(=O)c1cc2c(n(-c3ccc(Cl)cc3)c1=O)CC(C)(C)CC2=O (stereo not drawn)	-8.7%	-0.5%	-13.2%	-1.2%	-0.4%	3.7%	-4.3	-1.8%	-24.5%
Cc1ccc(CNC(=O)COC(=O)c2cccc(S(=O)(=O)N3CCCCC3)c2)cc1	2.0%	2.0%	-17.5%	-4.6%	21.6%	2.2%	1.3	2.9%	-21.3%
COc1ccc(C(=O)Nc2ccc(Nc3ccccc3)cc2)cc1OC	-3.2%	0.1%	9.1%	-3.3%	30.0%[11.4 µM]	2.8%	-0.5	-2.8%	-9.6%
CCc1nnc(N/N=C/c2c(Cl)cccc2Cl)n1N	15.9%	-3.2%	14.4%	-0.9%	9.4%	-12.0%	39.2	3.3%	-0.8%
